# Assay outcomes as filed in PubChem BioAssay.
# SENP7 block – SENP7 protease inhibitors, primary screen, biochemical, luminescence, uHTS; Sentrin-specific protease 7 (Homo sapiens), Q9BQF6; recombinant SENP7, Z-RLRGG-aminoluciferin luminescence, 40 min; inhibition, % at 5 µM; 330,000 compounds, 1.5% hits; AID 434973, 2010;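 active means inhibition above about 50% at the single test dose, limit read from the data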;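 further: plate controls were DMSO with enzyme for no effect and no enzyme buffer wells for full effect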
# Target sequence (Q9BQF6 706-1050 limits assumed): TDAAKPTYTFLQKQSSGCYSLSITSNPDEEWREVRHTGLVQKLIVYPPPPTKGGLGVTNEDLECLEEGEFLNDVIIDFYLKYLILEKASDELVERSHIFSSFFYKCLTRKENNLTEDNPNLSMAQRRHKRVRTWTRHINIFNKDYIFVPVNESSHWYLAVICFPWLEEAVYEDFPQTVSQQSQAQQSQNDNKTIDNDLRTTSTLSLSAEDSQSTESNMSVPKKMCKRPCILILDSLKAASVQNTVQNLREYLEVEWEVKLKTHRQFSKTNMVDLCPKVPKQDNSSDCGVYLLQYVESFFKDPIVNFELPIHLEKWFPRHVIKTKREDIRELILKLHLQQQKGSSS
# PfGluPho inh – PfG6PD enzyme inhibitors, primary screen, biochemical, fluorescence intensity, uHTS. 350,000 compounds, 0.78% hits. inhibition, % at 20 µM. PfGluPho enzyme, NADPH resazurin-diaphorase fluorescence. glucose-6-phosphate dehydrogenase-6-phosphogluconolactonase (Plasmodium falciparum 3D7). AID 504690, 2011;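 active means inhibition reaching at least a set limit at 20 µM in the primary screen, cut at about 59% in these data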;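 further: 0% = DMSO wells with substrate and 100% = DMSO wells lacking glucose-6-phosphate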
# SENP1 FRET inh – human SENP1 catalytic domain inhibitors, primary screen, biochemical, FRET, uHTS | recombinant SENP1 catalytic domain, CyPet-SUMO1-YPet FRET cleavage | 360,000 compounds, 0.21% hits | inhibition, % at 10 µM | AID 624204, 2012;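 active means inhibition at least 30% at 10 µM, raw YFP signal under a set limit, fluorescence ratio 0.5 to 1.5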;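 further: 0% = enzyme with DMSO and 100% = no enzyme wells; some results filed as inactive read as strong as hits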
# Target sequence (Q9P0U3 419-644 limits assumed): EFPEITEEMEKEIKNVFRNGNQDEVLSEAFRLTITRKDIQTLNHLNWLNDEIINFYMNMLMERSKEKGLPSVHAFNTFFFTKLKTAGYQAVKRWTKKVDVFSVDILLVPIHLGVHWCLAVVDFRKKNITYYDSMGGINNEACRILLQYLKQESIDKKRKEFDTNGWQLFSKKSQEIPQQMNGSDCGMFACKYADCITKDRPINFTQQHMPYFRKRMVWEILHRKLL
#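 material = recombinant human SENP1 catalytic domain, His6-tagged | quantity = 20 pM enzyme | reagent = 25 nM SUMO1 FRET substrate | compound dosing = 10 µM single point, 0.5% DMSO | timing = 50 min enzyme reaction, room temperature, light-protected | detection = FRET, CFP and YFP emission | control set = no-enzyme low, enzyme-DMSO high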
# MIN6 prolif – inducers of MIN6 beta-cell proliferation, primary screen, ATP luminescence, uHTS | MIN6 cells proliferation, ATPlite luminescence, 48 h; cells starved in 0.2% serum; 100% = growth in 10% serum | proliferation, % at 10 µM | 330,000 compounds, 0.29% hits | AID 2380, 2010;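 active means compounds whose signal lies at least 3.5 SD above the mean of all wells on their plate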;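 further: 0% = DMSO-treated cells in low-serum medium and 100% = 10% serum control; some compounds called inactive have numbers as strong as hits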
# HKDC1 inhibitor – HKDC1 hexokinase inhibitors, primary screen, biochemical, fluorescence, uHTS | Q2TB90 | recombinant HKDC1, G6PDH/diaphorase resazurin coupled fluorescence | inhibition, % at 20 µM | 340,000 compounds, 0.16% hits | AID 493160, 2011;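 active means inhibition above about 35% when tested at 20 µM, limit read from the data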;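 further: plate controls were DMSO wells with enzyme for no effect and DMSO wells lacking enzyme for full effect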
#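 Assay system: recombinant HKDC1 hexokinase; detection: coupled resazurin fluorescence, excitation 525 nm, emission 613 nm; benchmarks: DMSO-plus-enzyme-mix negative control, buffer-substituted positive control; compound dosing: single 20 µM dose; schedule: 90 min at room temperature in dark; also added: glucose plus 1 mM ATP as hexokinase substrates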
# UBC13 polyUb – UBC13 polyubiquitin chain formation inhibitors, primary screen, biochemical, TR-FRET, uHTS. inhibition, % at 20 µM. 330,000 compounds, 0.47% hits; in the data active means inhibition above about 45%, passing the limit was not always enough
# Target sequence (P61088 whole entry, looked up): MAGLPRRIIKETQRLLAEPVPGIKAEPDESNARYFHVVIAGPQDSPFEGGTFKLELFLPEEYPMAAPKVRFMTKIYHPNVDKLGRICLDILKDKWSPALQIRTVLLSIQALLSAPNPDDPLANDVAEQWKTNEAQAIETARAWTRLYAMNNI
# SENP8 block-1 – human SENP8 protease inhibitors, primary screen, biochemical, fluorescence, Nedd8 protein substrate, uHTS; Sentrin-specific protease 8 (Homo sapiens), Q96LD8; recombinant SENP8; inhibition, % at 20 µM; 360,000 compounds, 0.64% hits; AID 602440, 2012; in the data active means inhibition mostly above about 40%, no sharp cut-off; inactive means mostly below about 27%
# Target sequence (Q96LD8 whole entry, looked up): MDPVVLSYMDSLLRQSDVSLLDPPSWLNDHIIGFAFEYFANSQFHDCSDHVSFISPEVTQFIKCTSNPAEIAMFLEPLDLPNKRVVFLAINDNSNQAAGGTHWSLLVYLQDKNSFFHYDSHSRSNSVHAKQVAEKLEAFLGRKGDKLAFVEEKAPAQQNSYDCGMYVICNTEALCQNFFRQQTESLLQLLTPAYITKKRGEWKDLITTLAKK
# SENP8 block-2 – SENP8 protease inhibitors, primary screen, biochemical, luminescence; Sentrin-specific protease 8 (Homo sapiens), Q96LD8; purified SENP8, Z-RLRGG-aminoluciferin cleavage; inhibition, % at 10 µM; 330,000 compounds, 1.2% hits; AID 2540, 2010; in the data active means inhibition above about 50%
# SENP6 inh – SENP6 protease inhibitors, primary screen, biochemical, luminescence, uHTS; Recombinant SENP6 catalytic domain, aminoluciferin luminescence; 330,000 compounds, 1.8% hits; inhibition, % at 10 µM; AID 2599, 2010;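 active means inhibition above about 50% at the single tested dose, limit read from the data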;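 further: plate controls were DMSO wells with enzyme for no effect and DMSO wells lacking enzyme for full effect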
# Starred values were filed as active, the others as inactive; / = not tested or not shown. Rows are unselected. Share with any hit: about 4%.
entry	mol	SENP1 FRET inh	SENP6 inh	PfGluPho inh	HKDC1 inhibitor	UBC13 polyUb
1	CCOC(=O)C(NS(=O)(=O)c1ccc(Br)cc1)C(C)C (stereo not drawn)	2	6	-1	-6	9
2	COc1ccc(CCNC(=O)C2CC(c3cc(C(F)(F)F)cc(C(F)(F)F)c3)=NO2)cc1 (stereo not drawn)	2	-10	32	3	2
3	Cc1ccccc1Oc1nc(-c2ccccn2)nc2ccccc12	-2	-25	11	2	8
4	CCN(C(=O)COC(=O)c1cc(Cl)ccc1OC)c1c(N)n(Cc2ccccc2)c(=O)[nH]c1=O	-2	-19	-2	-5	6
5	O=[N+]([O-])c1cccnc1S(=O)(=O)c1ccccc1	-1	1	20	11	3
6	CCc1ccc(NCc2nc3ccccc3c(=O)[nH]2)cc1	-2	8	-17	7	2
7	N#Cc1nc(-c2ccccc2F)oc1NCc1ccccc1	2	-11	1	5	23
8	CCOC(=O)c1c(NC(=O)CN(CC)CC)sc2c1CCN(C(=O)OCC)C2	-6	11	16	0	0
9	CCCN(CC(=O)Nc1ccccc1C)C(=O)C1CC(=O)N(c2ccccc2OCC)C1 (stereo not drawn)	-2	/	-6	-3	/
10	COc1c(C)cc(C(=O)C2CCCN(C(=O)c3cccc(F)c3)C2)cc1C (stereo not drawn)	-1	-6	-5	-5	-15
11	CCc1nnc(NC(=O)CCC(=O)N2CCN(Cc3ccc(Cl)cc3)CC2)s1	-2	-8	-26	-13	-4
12	Cc1cccc(N/N=C(\C=N\N)C(=O)c2ccc(Br)cc2)c1	/	6	/	/	-11

entry	SENP8 block-1	MIN6 prolif	SENP7 block	SENP8 block-2
1	18	-1	-2	7
2	1	-4	10	4
3	17	0	-2	-4
4	-3	0	3	-2
5	27	-5	2	-1
6	34	-2	7	-3
7	-437	-1	-4	-6
8	-3	-1	6	5
9	4	/	/	/
10	-28	1	-1	-2
11	27	-3	-4	-2
12	/	-5	-4	4

# The final 2 records of the part above lead into the next.
entry	mol	SENP1 FRET inh	SENP6 inh	PfGluPho inh	HKDC1 inhibitor	UBC13 polyUb
11	CCc1nnc(NC(=O)CCC(=O)N2CCN(Cc3ccc(Cl)cc3)CC2)s1	-2	-8	-26	-13	-4
12	Cc1cccc(N/N=C(\C=N\N)C(=O)c2ccc(Br)cc2)c1	/	6	/	/	-11
13	O=[N+]([O-])c1cccc(-n2nnnc2CNCc2ccccc2)c1	1	-16	-3	-7	-8
14	N#C/C(=N/O)c1nc(-c2ccc(F)cc2)cs1	-32	1	-13	7	-12
15	COC(=O)c1cccc(N(C(=O)c2cnccn2)C(C(=O)NC2CCCCC2)c2cn(C)nc2C)c1 (stereo not drawn)	0	-10	-11	1	-12
16	CC1CCc2[nH]c3ccc(C(=O)NCC4CCCO4)cc3c2C1 (stereo not drawn)	-12	-5	34	-4	6
17	CC1CCCC(NC(=O)COC(=O)Cc2cn3ccsc3n2)C1C (stereo not drawn)	-9	-14	12	0	-8
18	Cc1ccc(NC(=O)CSc2nnc(-c3ccco3)n2N)cc1F	1	-13	14	-4	-5
19	COc1ccc(C(=O)Nc2nc(C)c(C(C)=O)s2)cc1S(=O)(=O)N1CCOCC1	1	-4	-7	-3	-10
20	O=C(c1nn(Cc2ccccc2)c(=O)c2ccccc12)N1CCN(c2ccccn2)CC1	2	-6	-6	-3	-10
21	COc1ccc(C2C(C(C)=O)=C(O)C(=O)N2CCCn2ccnc2)cc1 (stereo not drawn)	1	-37	8	-9	-22
22	O=C(Cc1cccs1)Nc1nc(-c2ccc(F)cc2F)cs1	1	-25	9	-1	0
23	COc1ccc(C2(CCN=Cc3ccc(N(C)C)cc3)CCOC(C)(C)C2)cc1 (stereo not drawn)	-2	-20	-8	14	-8
24	Cc1cccc(-n2ncc3c2CCCC3NC(=O)CCN2Cc3ccccc3C2=O)c1C (stereo not drawn)	1	-10	-6	3	-13

entry	SENP8 block-1	MIN6 prolif	SENP7 block	SENP8 block-2
11	27	-3	-4	-2
12	/	-5	-4	4
13	15	0	-6	-6
14	-86	0	-4	-18
15	13	-2	-13	-10
16	-71	3	6	-2
17	-3	-2	-7	1
18	4	6	13	-2
19	-186	0	-7	9
20	24	-3	1	-2
21	16	0	5	-1
22	6	-5	-6	-8
23	-36	0	8	-2
24	-1	2	5	10

# Further records.
entry	mol	SENP1 FRET inh	SENP6 inh	PfGluPho inh	HKDC1 inhibitor	UBC13 polyUb
25	COc1ccc(S(=O)(=O)NCC2CCCN(Cc3cccnc3)C2)cc1 (stereo not drawn)	-3	-1	2	-11	-4
26	CCCCOc1ccc(S(=O)(=O)N2CCN(c3ccc(N4CCN(CC)CC4)nn3)CC2)cc1	-3	2	-9	-2	24
27	CC(=O)c1ccc(OCCCC(=O)Nc2cc(Cl)ccc2-n2cncn2)cc1	2	-9	2	-6	-4
28	COc1ccc(OCCSc2nc(C)nc3ccccc23)cc1	-2	-60	8	6	15
29	COc1ccc(-n2nc(C(=O)NCC(=O)N3CCOCC3)c3ccccc3c2=O)cc1OC	-2	-8	4	-1	-2
30	O=C(CSCc1c(Cl)cccc1Cl)NN=C1CCCC1	1	2	4	-6	20
31	CCc1ccc(NC(=O)Cc2ccc(OC)cc2)cc1	/	-6	/	/	12
32	COc1cccc(/C=N/NC(=O)CNC(=O)COc2ccccc2)c1O	-4	-11	-20	-15	10
33	O=C(N/N=C/c1cccc(O)c1)c1ccc(COc2ccccc2Br)cc1	-1	-19	6	-2	17
34	COc1ccc(-n2ncc3c(NCc4ccco4)ncnc32)cc1	-8	-1	30	5	-7
35	N#CCSc1nc2ccc(N3CCCCC3)cc2c(=O)n1Cc1ccccc1	-46	-16	23	24	6
36	CC(NC(=O)C1CCC(CNc2c(N3CCCCC3)c(=O)c2=O)CC1)c1ccccc1 (stereo not drawn)	3	3	-3	-7	-2

entry	SENP8 block-1	MIN6 prolif	SENP7 block	SENP8 block-2
25	-1	0	-3	-4
26	-241	-7	3	-7
27	5	0	15	-2
28	13	-4	-8	-7
29	4	0	-1	1
30	18	-2	3	-5
31	/	0	1	-4
32	-207	-2	8	5
33	-1	-5	-4	-9
34	-169	-2	-4	-17
35	-269	-5	-3	-7
36	16	2	-2	6

# Further results
entry	mol	SENP1 FRET inh	SENP6 inh	PfGluPho inh	HKDC1 inhibitor	UBC13 polyUb
37	Cc1ccnc(NS(=O)(=O)c2ccc3ccccc3c2)n1	1	-14	24	-3	-5
38	Cc1cc(NC(=O)c2c(F)cccc2F)n(-c2nc3ccccc3[nH]2)n1	2	-2	7	-2	-22
39	O=C(c1ccc(S(=O)(=O)N2CCOCC2)cc1)N1CCN(S(=O)(=O)c2ccc(Cl)s2)CC1	-1	-5	8	-1	-4
40	COc1cc2c(cc1OC)CN(C(=O)CCNS(=O)(=O)c1ccccc1F)CC2	-6	-7	-1	1	2
41	Cc1ccc2oc(-c3cccc(NC(=S)NC(=O)c4cccs4)c3)nc2c1	1	45	-2	-17	0
42	Cc1ccc(S(=O)(=O)N2CCCC2C(=O)NCCc2nc3ccccc3[nH]2)cc1 (stereo not drawn)	3	16	-15	-2	3
43	O=S(=O)(Nc1ccc2c(c1)OCCO2)c1c(F)cccc1F	2	-8	10	-3	2
44	O=C(Nc1cccc(C(F)(F)F)c1)c1cccnc1N1CCN(CCO)CC1	-2	11	17	-5	-1
45	COc1ccccc1CNC(=O)COC(=O)Cc1ccc(Cl)cc1	2	-2	-22	15	-15
46	COc1ccccc1/C=C/C(=O)NCC(=O)N/N=C(/C)c1ccc(Cl)cc1	2	-2	-6	-1	-4
47	Cc1ccc(C(=O)N2N=C(c3ccc(NS(C)(=O)=O)cc3)CC2c2cccs2)cc1 (stereo not drawn)	1	2	-11	4	9
48	CCCCOC(=O)Cn1c(=N)n(CCN(CC)CC)c2ccccc21	-1	-10	-6	1	1

entry	SENP8 block-1	MIN6 prolif	SENP7 block	SENP8 block-2
37	10	-1	4	-13
38	16	-6	9	-4
39	16	0	0	2
40	-64	0	-6	-8
41	-230	-3	11	6
42	11	-1	14	4
43	14	0	5	-5
44	17	-2	3	2
45	10	-1	-12	-8
46	-105	-5	12	-18
47	4	0	1	1
48	16	0	-3	-2

# Reformatted: entries from further up.
# The line under a structure holds: SENP1 FRET inh, SENP6 inh, PfGluPho inh, HKDC1 inhibitor, UBC13 polyUb, SENP8 block-1, MIN6 prolif, SENP7 block, SENP8 block-2
24: Cc1cccc(-n2ncc3c2CCCC3NC(=O)CCN2Cc3ccccc3C2=O)c1C (stereo not drawn)
  1, -10, -6, 3, -13, -1, 2, 5, 10
25: COc1ccc(S(=O)(=O)NCC2CCCN(Cc3cccnc3)C2)cc1 (stereo not drawn)
  -3, -1, 2, -11, -4, -1, 0, -3, -4
26: CCCCOc1ccc(S(=O)(=O)N2CCN(c3ccc(N4CCN(CC)CC4)nn3)CC2)cc1
  -3, 2, -9, -2, 24, -241, -7, 3, -7

# Continued.
entry	mol	SENP1 FRET inh	SENP6 inh	PfGluPho inh	HKDC1 inhibitor	UBC13 polyUb
49	C/C(CC(=O)Nc1ccc2ccccc2c1)=N\NC(=O)c1ccc(O)c(O)c1	1	4	-23	10	6
50	CCOC(=O)CSc1nc2cccnc2n1-c1ccc(F)cc1	0	-16	16	2	-3
51	C=CCOc1cccc(C2C(C(=O)c3ccc(C)o3)=C(O)C(=O)N2c2nccs2)c1 (stereo not drawn)	33	0	28	7	-9
52	CCOC(=O)C1=C(COC(=O)Cc2ccc(Br)cc2)NC(=O)NC1C (stereo not drawn)	-3	-10	6	0	2
53	NC(=O)Cn1nnc(-c2ccccc2NC(=O)c2cnccn2)n1	-1	4	-14	-7	-6
54	O=C(NC(c1ccccc1)c1c(O)ccc2ccccc12)c1ccccc1Cl (stereo not drawn)	0	14	15	6	-2
55	CCOC(=O)[C@@H]1[C@H]2COc3ccccc3[C@@H]2N2C(=O)N(c3ccc(Cl)cc3)C(=O)[C@@]12C	0	-12	9	-2	1

entry	SENP8 block-1	MIN6 prolif	SENP7 block	SENP8 block-2
49	-11	-4	10	7
50	10	5	-4	-9
51	-158	0	2	-2
52	9	-3	0	-4
53	11	-1	-7	1
54	6	-6	-4	1
55	6	-3	-3	5
